IL-1B inflam inh = qHTS for Inhibitors of Inflammasome Signaling: IL-1-beta AlphaLISA Primary Screen. THP-1 LPS/ATP IL-1B secretion, AlphaLISA, 16 h; active compounds read low. activity change, % at 57.5 µM. 360,000 compounds, 4.7% hits. AID 743279, 2014; in the data active means activity change below about -50%; inconclusive means mostly about -30% to -49%; further: on the % scale 0 is the no-effect control and ±100 the full control effect
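THP-1 cells pretreated 1 hr with compounds (up to 57.5 uM final), then stimulated with LPS (250 ng/mL final) plus ATP (1.25 mM final); secreted IL-1B measured by AlphaLISA after 16 hr, decreased signal indicating inhibition.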
HT1080 IDH1KD tx = qHTS for induction of synthetic lethality in tumor cells producing 2HG: qHTS for the HT-1080-IDH1KD cell line; AID 686971, 2013; 360,000 compounds, 2% hits; HT-1080 IDH1 knockdown viability, ATP luminescence, 48 h; Potency, µM (series often up to 46.1 µM), without a hit: at the highest dose activity, negative = toxicity, most hits filed as cytotoxic;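 further: potency means the concentration at half of the fitted maximal effect; 0% = DMSO wells and -100% = cell-free medium wells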
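Using the IDH1-knockdown HT-1080 line run in the same batch and compound series as the NT line, viability after 48 h at 37 °C was determined by CellTiter-Glo luminescence and expressed as % activity.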
GLP1R ag = qHTS of GLP-1 Receptor Agonists; Glucagon-like peptide 1 receptor (Homo sapiens), P43220; HEK293 GLP-1R CRE-luciferase, luminescence, 4-6 h; cells express a hypersensitive GLP-1R form; Potency, µM (doses to about 45.6 µM), inactives show top-dose activation, usual class: activators; 380,000 compounds, 0.007% hits; further: potency means the concentration at half of the fitted maximal effect; % of control where 0% means no effect
Target sequence (P43220 whole entry, looked up): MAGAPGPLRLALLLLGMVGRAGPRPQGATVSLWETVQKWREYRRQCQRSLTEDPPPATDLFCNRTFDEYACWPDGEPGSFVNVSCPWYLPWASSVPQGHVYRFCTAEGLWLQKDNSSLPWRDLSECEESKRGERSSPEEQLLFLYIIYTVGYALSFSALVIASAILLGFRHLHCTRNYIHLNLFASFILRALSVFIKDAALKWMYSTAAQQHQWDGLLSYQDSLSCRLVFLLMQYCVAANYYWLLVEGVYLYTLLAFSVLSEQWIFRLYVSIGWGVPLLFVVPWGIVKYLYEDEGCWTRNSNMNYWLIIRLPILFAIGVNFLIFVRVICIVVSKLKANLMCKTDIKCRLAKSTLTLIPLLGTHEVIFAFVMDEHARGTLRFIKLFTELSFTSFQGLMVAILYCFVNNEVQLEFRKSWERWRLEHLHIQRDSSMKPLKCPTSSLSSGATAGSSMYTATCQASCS
KB-V1 cytotox = qHTS assay for MDR1-selective chemotherapeutics: Primary screen using the drug-selected MDR subline cells KB-V1 | KB-V1 MDR cells viability, CellTiter-Glo, 72 h | Potency, µM (titrated, usually from 46.1 µM), for the others: at the highest dose activity change, negative = cytotoxicity, most hits filed as cytotoxic | AID 1347076, 2019 | 400,000 compounds, 3.4% hits; further: potency means the concentration at half of the fitted maximal effect; on the % scale 0 is the no-effect control and ±100 the full control effect; nearly all actives have a fitted effect of over 60% in size
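Cells of the MDR subline KB-V1 are plated, dosed with compound at multiple concentrations, and incubated 72 h at 37 degrees C; CellTiter-Glo is then added and luminescence read after 10 min.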
D3 antag = qHTS of D3 Dopamine Receptor Antagonist: qHTS; D3R cells, DiscoveRx beta-arrestin luminescence, antagonist mode; active compounds read low; max response, negative = inhibition, %; AID 652054, 2013; 360,000 compounds, 2.5% hits; D(3) dopamine receptor (Homo sapiens), P35462; in the data active means max response below about -50%; inconclusive means no clear call, values can overlap the other calls; further: on the % scale 0 is the no-effect control and ±100 the full control effect; mostly tested at two doses, the higher about 12 µM
Target sequence (P35462 whole entry, looked up): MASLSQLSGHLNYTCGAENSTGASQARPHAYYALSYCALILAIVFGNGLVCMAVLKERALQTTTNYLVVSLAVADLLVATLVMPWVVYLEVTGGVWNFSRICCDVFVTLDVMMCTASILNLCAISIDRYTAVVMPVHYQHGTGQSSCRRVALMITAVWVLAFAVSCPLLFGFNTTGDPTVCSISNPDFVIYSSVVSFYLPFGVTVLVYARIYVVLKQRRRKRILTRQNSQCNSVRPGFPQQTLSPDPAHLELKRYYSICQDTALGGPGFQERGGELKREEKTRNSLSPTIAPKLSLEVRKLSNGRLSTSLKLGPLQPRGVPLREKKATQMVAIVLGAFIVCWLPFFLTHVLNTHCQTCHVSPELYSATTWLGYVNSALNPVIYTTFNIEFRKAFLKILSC
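Cells expressing the human receptor were seeded at 1500 cells/well, incubated overnight at 37 degrees C in 5% CO2, then exposed to library compounds with dopamine controls for 90 minutes at 37 degrees C before luminescent detection.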
HT1080-NT tox = qHTS for induction of synthetic lethality in tumor cells producing 2HG: qHTS for the HT-1080-NT fibrosarcoma cell line | AID 686970, 2013 | 360,000 compounds, 1.6% hits | HT-1080-NT fibrosarcoma viability, CellTiter-Glo ATP luminescence, 48 h | Potency, µM (series often up to 46.1 µM), for the others: top-dose activity, negative = less viability, usual class: cytotoxic;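 further: NT is the 2HG producing partner of a matched IDH1 knockdown line; potency means the concentration at half of the fitted maximal effect; 0% = DMSO-treated cells and -100% = media-only wells without cells; nearly all actives have a fitted effect of over 55% in size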
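Viability by CellTiter-Glo luminescence after 48 h compound exposure at 37C of HT-1080-NT cells (750/well, RPMI, 5% FBS). % activity scaled between DMSO wells and medium-only wells, then curve-fitted and categorized by curve class.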
SW480 rereplic = A quantitative high throughput screen for small molecules that induce DNA re-replication in SW480 colon adenocarcinoma cells; SW480 DNA re-replication, Hoechst DNA content imaging, 48 h; Potency, µM (top dose mostly 46.1 µM), without a hit: at the highest dose re-replication activation, actives largely listed as activators; 340,000 compounds, 1.8% hits; further: potency means the concentration at half of the fitted maximal effect; % of control where 0% means no effect; nearly all actives have a fitted effect of over 55% in size
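SW480 cells exposed to compounds for 48 hr at 37 C, 5% CO2, then Hoechst-stained 40 min. Nuclear DNA content imaged by fluorescence scanning (405 nm excitation, 500-530 nm emission); re-replication scored as increased high-intensity nuclei.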
DRD3 agonist = qHTS of D3 Dopamine Receptor Agonist: qHTS | max activation, % | D3R DiscoveRx beta-arrestin cells, luminescence, 90 min | 410,000 compounds, 0.58% hits; in the data active means max activation above about 30%; further: 0% is about no effect; mostly tested at two doses, the higher about 12 µM
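Cells at 1500/well, incubated overnight, then treated with pinned compounds (dopamine as control) for 90 min at 37 degrees C. DiscoveRx reagent added for 30 - 60 minutes at room temperature; luminescence read.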
KB-3-1 cytotox = qHTS assay for MDR1-selective chemotherapeutics: Primary screen using the parental adenocarcinoma cell KB-3-1 | 400,000 compounds, 1.4% hits | AID 1347075, 2019 | KB-3-1 viability, CellTiter-Glo ATP luminescence, 72 h | Potency, µM (top dose mostly 46.1 µM), for the others: at the top dose activity change, negative = cytotoxic, hits mostly cytotoxic; further: potency means the concentration at half of the fitted maximal effect; on the % scale 0 is the no-effect control and ±100 the full control effect; nearly all actives have a fitted effect of over 60% in size
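Luminescent ATP read-out (CellTiter-Glo) measures survival of drug-naive KB-3-1 cells after 72 h compound exposure at 37 °C. Titration series was screened from lowest to highest concentration, with DMSO vehicle plates as background controls.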
* hit, by the source's call; ? = inconclusive; nt = no result given; [ ] = another dose, or the depositor's remark. Unless noted, the call rests on the fitted dose curve; in most records, active means well fitted curve in the direction sought with a large enough effect; inconclusive means small, poorly fitted or top-dose-only effect, or another doubt; inactive means no such curve, though single readings can be large; an effect the other way counts as inactive or inconclusive.

Molecule,IL-1B inflam inh,HT1080 IDH1KD tx,GLP1R ag,KB-V1 cytotox,D3 antag,HT1080-NT tox,SW480 rereplic,DRD3 agonist,KB-3-1 cytotox
Cc1cccc(NC(=O)C2CCCN2C(=O)OCC(C)C)c1C (stereo not drawn),-7,3%,-6%,-3%,-3,-1%,-3%,-3,0%
O=C(CCS(=O)(=O)c1cccc2nonc12)Nc1ccc(F)cc1F,nt,nt,1%,?,nt,nt,nt,-7,1%
O=C(OCC(=O)N1CCCC1)c1ccc(Cl)c([N+](=O)[O-])c1,-57*,12%,10%,4%,-15,14%,8%,0,11%
Cc1ccnc(NC(=O)C2CCN(S(=O)(=O)c3ccc(Cl)c(C(F)(F)F)c3)CC2)c1,-7,16%,2%,?,-2,-5%,19%,2,0%
COc1ccc(N(C(C)C(=O)NCCSCc2cccc(Cl)c2)S(C)(=O)=O)cc1 (stereo not drawn),-7,-2%,-2%,?,-23,-2%,0%,-6,-2%
CCOC(=O)C1(C)CCN1C(=O)c1cc(OC)c(OC)c(OC)c1 (stereo not drawn),33,16%,-5%,-2%,0,15%,nt,-10,0%
COc1ccc(CN2CCCCC2C)cc1C (stereo not drawn),21,4%,-25%,12%,47,1%,3%,4,3%
O=C(N/C(=C/c1ccccc1Cl)C(=O)N1CCOCC1)c1ccccc1,16,0%,-4%,-2%,1,3%,-3%,5,1%
CC(C)C1C(=O)N(Cc2cn(CC3CCCCC3)nn2)CCS(=O)(=O)N1Cc1ccc(-c2ccc(Cl)nc2)cc1 (stereo not drawn),?,?,5%,-18%,0,?,nt,-12,?
O=C(Nc1ccc(CN2CCS(=O)(=O)CC2)cc1)c1ccc(F)cc1,-2,18%,8%,-1%,13,3%,-9%,2,2%
CC(C)Cn1c(=O)c(C(=O)NCc2ccccn2)c(O)c2ccccc21,4,1%,18%,?,-18,-5%,?,-5,?
CCOC(=O)c1c(/N=C/c2ccc(OC)cc2O)sc2c1CCN(C)C2,-13,-10%,14%,0%,-20,8%,?,-16,3%
CSc1ccc(CN2CCC(n3nccc3NC(=O)C3CCOC3)CC2)cc1 (stereo not drawn),17,-1%,-4%,nt,6,4%,-4%,-6,nt
O=C(NCc1cc(F)ccc1F)C1CCC(=O)N(C2CCCCCC2)C1 (stereo not drawn),-13,-1%,1%,-11%,-10,-7%,-14%,8,11%
CC(C)(C)n1c(=O)[nH]c2c(c1=O)CCC2,6,8%,-8%,24%,2,10%,-4%,2,-1%
COc1ccc(CC(=O)Nc2ccc(-c3noc(-c4ccc(Cl)cc4)n3)cc2)cc1,16,-14%,0%,?,-15,13%,21%,4,?
Nc1ccc(C(=O)OCCCc2nc3cc4ccccc4cc3[nH]2)cc1,11,-23%,-4%,?,4,2%,-21%,1,-12%
CC(C)[C@H](NC(=O)OCc1ccccc1)C(=O)OCC(=O)NCCc1ccccc1,31,7%,11%,-5%,21,2%,-4%,3,5%
CCC(=O)Nc1nc(CC(=O)Nc2ccccc2OC)cs1,1,-1%,-2%,-15%,5,-5%,-4%,-3,-3%
Cc1cc(C)cc(NC(=O)c2oc3ccc4c(c3c2C)C(=O)CC(C)(C)O4)c1,nt,nt,0%,0%,nt,nt,nt,5,-29%
Cc1nc2cc(NC(=O)NCc3ccco3)ccc2n1C,-1,18%,-10%,-3%,7,4%,-4%,0,9%
CC(C)OP(=O)(OC(C)C)C(Nc1ccccc1)c1cccnc1 (stereo not drawn),-1,2%,8%,-5%,7,9%,-2%[9.22 µM],-4,0%
CSc1nnc(Cn2c(=O)sc3ccccc32)n1CCc1ccccc1,-19,-10%,11%,8%,-6,-3%,-6%,-5,-9%
CN1CCN(NC(=O)c2ccc(S(=O)(=O)N3CC4(C)CC3CC(C)(C)C4)cc2)CC1 (stereo not drawn),-5,-2%,-6%,-22%,0,-10%,18µM*,-6,-6%

3 entries already listed, sorted by molar mass, falling.
Molecule,IL-1B inflam inh,HT1080 IDH1KD tx,GLP1R ag,KB-V1 cytotox,D3 antag,HT1080-NT tox,SW480 rereplic,DRD3 agonist,KB-3-1 cytotox
CN1CCN(NC(=O)c2ccc(S(=O)(=O)N3CC4(C)CC3CC(C)(C)C4)cc2)CC1 (stereo not drawn),-5,-2%,-6%,-22%,0,-10%,18µM*,-6,-6%
CSc1nnc(Cn2c(=O)sc3ccccc32)n1CCc1ccccc1,-19,-10%,11%,8%,-6,-3%,-6%,-5,-9%
Cc1nc2cc(NC(=O)NCc3ccco3)ccc2n1C,-1,18%,-10%,-3%,7,4%,-4%,0,9%

More structures follow.
Molecule,IL-1B inflam inh,HT1080 IDH1KD tx,GLP1R ag,KB-V1 cytotox,D3 antag,HT1080-NT tox,SW480 rereplic,DRD3 agonist,KB-3-1 cytotox
COc1ccc(S(N)(=O)=O)cc1C(=O)OCC1CCCCC1,5,-19%,11%,-6%,2,-18%,-10%,16,12%
COc1cc(NC(=O)c2cc3cccc(OC)c3o2)cc(C(=O)Nc2cccc(C(F)(F)F)c2)c1,40,-17%,-4%,?,133,?,3%,46*,?
O=C(COC(=O)c1cccc(F)c1)Nc1cccc(S(=O)(=O)N2CCCCC2)c1,9,4%,4%,2%,10,-1%,nt,1,5%
COc1cc(CNCc2ccco2)ccc1OCc1ccccc1,?,-10%,0%,?,?,-7%,1%,-8,-9%
CC(=O)Nc1c2c(nn1-c1cccc(C)c1)CSC2,7,2%,0%,19%,7,2%,?,1,3%
CCOC(=O)Cn1c(=O)c2c(nc3n2CCCN3Cc2ccccc2)n(C)c1=O,-1,11%,18%,-4%,19,0%,1%,23,2%
Cc1ccccc1Cn1c(C)c(C(=O)NCc2cccc(Cl)c2)sc1=O,?,?,6%,?,-53*,?,nt,-4,?
Cn1cnnc1SCCC(=O)Nc1ccc(Cl)cc1,19,3%,-12%,?,12,6%,3%,1,1%

Next part.
Below each SMILES – IL-1B inflam inh	HT1080 IDH1KD tx	GLP1R ag	KB-V1 cytotox	D3 antag	HT1080-NT tox	SW480 rereplic	DRD3 agonist	KB-3-1 cytotox
- O=S(=O)(Cc1cc(Cl)nc(-c2ccccc2)n1)c1ccccc1
→ -70*	?	-1%	-8%	-12	2%	?	-3	0%
- CC1CCN(CCCn2c(SCC(=O)NC3CCCC3)nc3ccccc3c2=O)CC1
→ -6	-12%	4%	14%	-6	-16%	-1%	-11	8%
- CN1C[C@@H]2C[C@@H](c3ccc(C#CC(C)(C)O)s3)N3CCC[C@@]23C1=O
→ 20	0%	2%	10%	2	-2%	-12%	0	-2%
- O=C(c1ccc([N+](=O)[O-])cc1)N1C=CC(C(F)(F)F)=NCC1
→ ?	14%	0%	-3%	-9	3%	1%	5	14%
- CCCCn1c(N)c(N(CC)C(=O)c2ccc(C#N)cc2)c(=O)[nH]c1=O
→ 19	14%	-2%	-3%	3	8%	-3%	5	10%
- CCC1=C(c2ccc(OC)cc2)CCC(C(=O)O)C1C (stereo not drawn)
→ 14	-21%	4%	-15%	6	-5%	0%	-18	-11%
- NNC(=O)C1C(O)CCC2CN3CCc4c([nH]c5ccccc45)C3CC21 (stereo not drawn)
→ -6	17%	7%	-3%	?	11%	-3%	-14	14%
- CC[C@@]1(c2ccccc2)C(=O)N(C(=O)OC)N1C(=O)OC
→ ?	6%	0%	6%	0	16%	4%	27	10%
- C#CCOCCOCCOCCNc1nc(N2CCN(C(=O)[C@H](C)n3cc(CCC(=O)O)nn3)CC2)nc(N2CCN(C(=O)[C@H](Cc3ccc(O)cc3)n3cc(CCO)nn3)CC2)n1
→ 40	10%	-1%	?	3	8%	-16%	8	2%
- Cc1cccc(C)c1NC(=O)CNC(=O)C(NC(=O)c1ccc(C(C)(C)C)cc1)C(C)C (stereo not drawn)
→ -6	-4%	-6%	?	-6	-7%	11%	-3	-7%

At a glance, 3 of the compounds above:
Below each SMILES – IL-1B inflam inh	HT1080 IDH1KD tx	GLP1R ag	KB-V1 cytotox	D3 antag	HT1080-NT tox	SW480 rereplic	DRD3 agonist	KB-3-1 cytotox
- Cc1cccc(NC(=O)C2CCCN2C(=O)OCC(C)C)c1C (stereo not drawn)
→ -7	3%	-6%	-3%	-3	-1%	-3%	-3	0%
- O=C(CCS(=O)(=O)c1cccc2nonc12)Nc1ccc(F)cc1F
→ nt	nt	1%	?	nt	nt	nt	-7	1%
- O=C(OCC(=O)N1CCCC1)c1ccc(Cl)c([N+](=O)[O-])c1
→ -57*	12%	10%	4%	-15	14%	8%	0	11%
